PMI act hi M6P = human PMI activators, high substrate, primary screen, biochemical, fluorescence intensity, near-saturating mannose 6-phosphate; Mannose-6-phosphate isomerase (Homo sapiens), P34949; coupled PMI enzyme assay, resazurin fluorescence, 20 min; active compounds read high; 1 = untreated enzyme, 0 = substrate-free blank; activation factor at 20 µM; actives 0.34% (n = 190,000);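 active = activation factor of 2 or more at 20 µM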
Target sequence (P34949 whole entry, looked up): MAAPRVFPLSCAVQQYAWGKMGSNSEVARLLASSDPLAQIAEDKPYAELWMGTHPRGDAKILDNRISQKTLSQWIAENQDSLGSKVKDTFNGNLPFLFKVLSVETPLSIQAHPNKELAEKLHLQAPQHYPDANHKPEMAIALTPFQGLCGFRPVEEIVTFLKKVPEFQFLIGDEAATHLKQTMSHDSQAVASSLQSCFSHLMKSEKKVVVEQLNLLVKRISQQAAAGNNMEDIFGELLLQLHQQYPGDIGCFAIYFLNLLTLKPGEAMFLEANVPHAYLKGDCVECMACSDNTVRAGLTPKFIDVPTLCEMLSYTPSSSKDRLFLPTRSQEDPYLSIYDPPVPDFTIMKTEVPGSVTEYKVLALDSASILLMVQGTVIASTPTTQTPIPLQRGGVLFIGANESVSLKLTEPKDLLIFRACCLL
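Test system – human PMI in coupled enzyme assay · Timing – 20 min incubation at room temperature · Detection – Diaphorase-driven resazurin-to-resorufin fluorescence, excitation 544, emission 590 nm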
TNAP act hiacc = TNAP activators at high phosphate acceptor level, primary screen, biochemical, luminescence, uHTS. Alkaline phosphatase, tissue-nonspecific isozyme (Homo sapiens), P05186. purified TNAP, CDP-star luminescence, 1 M DEA, 30 min; active compounds read high; 0 = EDTA background, 1 = DMSO-only activity. activation factor at 20 µM. 200,000 tested, under 10 active. AID 1136, 2008;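 active = activation factor at least 2 at 20 µM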
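Dosing: 20 µM single point. System: human TNAP. Amount: TNAP 1/800 final. Incubation: 30 min, room temperature. Read-out: TNAP activation factor scaled between EDTA and DMSO control wells. Signal: luminescence from CDP-star hydrolysis. Medium: 1 M DEA, pH 9.8, Mg2+, Zn2+. Control set: EDTA negative control, DMSO positive control.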
APP 5'UTR act = activators of APP 5'UTR luciferase reporter, primary screen, SH-SY5Y cells; activation, % at 2 µM; actives 1% (n = 190,000); SH-SY5Y APP 5'UTR luciferase reporter, luminescence; zero percent = DMSO vehicle wells;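 active = activation above a set limit, based on mean plus 3 SD of controls, cut at about 140% in these data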; also: values of inactives mirror those of a sister screen read the other way
TNAP inh noacc = human TNAP enzyme inhibitors, primary screen, biochemical, luminescent, no phosphate acceptor, uHTS. inhibition, % at 20 µM. Alkaline phosphatase, tissue-nonspecific isozyme (Homo sapiens), P05186. purified TNAP, CDP-star luminescence, 30 min. actives 0.26% (n = 200,000);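 active = tissue-nonspecific alkaline phosphatase inhibition above about 50% at 20 µM in the single-dose screen, limit read from the data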;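 also: 0% = DMSO negative control and 100% = EDTA positive control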
bIAP activator = bovine intestinal alkaline phosphatase activators, primary screen, biochemical, bovine IAP, CDP-star luminescence | alkaline phosphatase, intestinal [Bos taurus] | purified bovine IAP, 30 min; active compounds read high; fold of DMSO-control signal, blank-subtracted | activation factor at 20 µM | actives 0.17% (n = 200,000) | AID 1016, 2008;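 active = activation factor of 2 or more at 20 µM, a signal rise over negative controls twice the positive control's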
FLuc inhib CS = firefly luciferase enzyme inhibitors, primary screen, artefact control for luciferase-based inhibitor screens, biochemical, luminescence, ATPLite. inhibition, % at 10 µM. actives 1.5% (n = 200,000). AID 1006, 2008. 10 min;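 active = inhibition above about 50% when tested at 10 µM, limit read from the data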
Target sequence (P08659 whole entry, looked up): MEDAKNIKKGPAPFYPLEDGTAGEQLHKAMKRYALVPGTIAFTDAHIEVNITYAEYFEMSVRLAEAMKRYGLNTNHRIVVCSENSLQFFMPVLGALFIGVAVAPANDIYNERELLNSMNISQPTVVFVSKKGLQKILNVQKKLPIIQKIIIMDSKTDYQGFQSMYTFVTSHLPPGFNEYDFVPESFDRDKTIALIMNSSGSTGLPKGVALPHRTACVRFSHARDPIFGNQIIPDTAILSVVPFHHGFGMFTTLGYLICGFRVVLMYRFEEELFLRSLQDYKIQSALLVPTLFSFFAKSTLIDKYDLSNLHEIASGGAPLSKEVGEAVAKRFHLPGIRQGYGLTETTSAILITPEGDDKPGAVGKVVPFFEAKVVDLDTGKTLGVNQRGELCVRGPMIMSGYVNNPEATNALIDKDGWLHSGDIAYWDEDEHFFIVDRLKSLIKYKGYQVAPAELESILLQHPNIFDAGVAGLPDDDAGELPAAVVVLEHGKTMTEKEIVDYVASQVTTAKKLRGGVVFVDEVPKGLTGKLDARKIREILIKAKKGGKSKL
TNAP inh hiacc = human TNAP enzyme inhibitors, primary screen, biochemical, luminescent, high phosphate acceptor level, uHTS; Alkaline phosphatase, tissue-nonspecific isozyme (Homo sapiens), P05186; inhibition, % at 20 µM; actives 0.03% (n = 200,000); purified TNAP, CDP-star luminescence, 1 M DEA;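 active = over 50% inhibition of tissue-nonspecific alkaline phosphatase at 20 µM in the single-dose screen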;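 also: plate controls were DMSO wells for no effect and EDTA-quenched wells as full inhibition for full effect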
NF-kB expr up = activators of NF-kB expression in neurons, primary screen, cell-based, HTS; actives 1.6% (n = 190,000); fold change at 12.5 µM; human neuronal cells, NF-kB reporter expression; active compounds read high; AID 1239, 2008; in the data active = fold change above about 3.3
PMI activator = activators of human PMI, primary screen, biochemical, fluorescence intensity, near-Km mannose 6-phosphate; AID 1214, 2008; actives 0.005% (n = 190,000); activation factor at 20 µM; purified human PMI, coupled resazurin fluorescence, 20 min; active compounds read high; 1 = vehicle control, 0 substrate-free wells; Mannose-6-phosphate isomerase (Homo sapiens), P34949;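 active = activation factor of 2 or more at 20 µM, relative to plate controls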
FLuc act counter = FLuc activators, initial screening, artefact control for FLuc-dependent activation tests, biochemical, ATPlite luminescence; ATPlite luciferase biochemical, 10 min; 0 = ATP-free wells, 1 = DMSO control; activation factor at 10 µM; 200,000 tested, under 10 active;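 active = luciferase activation factor, scaled between plate controls, of at least 2 with compound at 10 µM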
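Material: Luciferase/luciferin reagent mix; Doses: test compounds dosed from 2 mM stocks in 100% DMSO; Schedule: 10 min incubation after luciferase reagent addition, room temperature; Measured by: luminescence from luciferase reaction; Read-out: luminescence gain marking luciferase activators.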
The depositor's hits bear a star; . = no result given.

SMILES | PMI act hi M6P | TNAP act hiacc | APP 5'UTR act | TNAP inh noacc | bIAP activator | FLuc inhib CS | TNAP inh hiacc | NF-kB expr up | PMI activator | FLuc act counter
CCc1ccc(/C(C)=N/Nc2cc(Cl)nc(C)n2)cc1 | 0.8 | 1 | 10.1 | -1.7 | 1 | -6.8 | -2.3 | 1.47 | 0.9 | 1.1
CCc1ccc2nc(Nc3ccc(OC)cc3OC)c(C#N)cc2c1 | 0.9 | 1 | 4.1 | -7.1 | 0.8 | -5.9 | -3.9 | 1.26 | 0.9 | 1.1
O=C(Cc1cn2ccsc2n1)OCc1nc2ccccc2s1 | 0.9 | 1 | -11.5 | -6.5 | 1 | 1.7 | 1.7 | 1.2 | 1 | 1
Cc1ccc2nc(-c3cccnc3)c(NC3CCCC3)n2c1 | 1 | 1 | -15.4 | -15.7 | 1 | 2.8 | -1.0 | 1.27 | 0.9 | 1
Cc1ccc(OCCCCN2CCC(C)CC2)c(Br)c1 | 1.2 | 1 | 13.6 | -10.5 | 0.8 | -2.6 | 0.4 | 0.89 | 1.1 | 1
O=C(Nc1ccc(S(=O)(=O)N2CCC(C(=O)NC3CCCCC3)CC2)cc1)c1ccco1 | 0.9 | 1.1 | -10.0 | -8.5 | 0.8 | -5.5 | -5.7 | 0.92 | 0.9 | 1.1
CC(NC(=O)c1cc(=O)[nH]c2ccccc12)c1ccccc1 (stereo not drawn) | 1.1 | 1 | -4.1 | -6.3 | 1 | -5.6 | -4.5 | 1.16 | 1.1 | 1.1
CCOc1ccc(Oc2ccc(Cl)cc2N)cc1 | 1.1 | 1 | 108.9 | -6.1 | 0.7 | -3.4 | -3.5 | 1.35 | 1.2 | 1
CCOC(=O)N/N=C\c1ccc(OC(=O)c2ccc3c(c2)OCO3)cc1 | 0.9 | 1.1 | 4.4 | -21.7 | 1 | 7.1 | -5.0 | 1.71 | 0.9 | 0.9
Cc1ccc(Nc2nnc(SC/C(O)=C(\C#N)c3nc4ccccc4[nH]3)s2)c(C)c1 | 1.1 | 1 | -6.8 | -40.9 | 1.1 | -2.2 | 0.3 | 0.78 | 0.9 | 1
Cc1nnc(NC(=O)C2CCN(S(=O)(=O)c3ccc(Cl)cc3)CC2)s1 | 1 | 1 | -11.5 | -3.5 | 1 | -3.4 | 0.6 | 1.11 | 1.1 | 1
Cn1c(=O)oc2cc(S(=O)(=O)N3CCC(C(=O)Nc4ccc(OC(F)(F)F)cc4)CC3)ccc21 | 1 | 1 | -6.2 | -8.3 | 1.1 | -6.1 | 1.5 | 1.11 | 1 | 1.1
COCCCNC(=O)c1oc2ccc(S(=O)(=O)N(C)C3CCCCC3)cc2c1C | 0.9 | 1.1 | -2.3 | -9.1 | 1.1 | -5.5 | -5.6 | 0.58 | 0.9 | 1.1
O=C(O)CNC(=O)c1ccc(Sc2ccccc2)c([N+](=O)[O-])c1 | 1 | 1 | 18.1 | -14.2 | 0.9 | -3.7 | -0.6 | 0.86 | 1.1 | 1
COc1ccccc1CC(=O)N1CCN(c2ccccn2)CC1 | 1 | 1 | 3.1 | -1.2 | 0.9 | 0.9 | -4.7 | 0.96 | 1.1 | 1
Cc1cccc(N2C(=O)c3cccc4c(N(C)CCO)ccc(c34)C2=O)c1 | 0.7 | 0.9 | -2.8 | 11.9 | 0.8 | -0.1 | 10.2 | 0.77 | 0.9 | 1
Cc1cc(Nc2ccccc2)n(-c2cccc(Cl)c2)n1 | 1 | 1.1 | -7.7 | -7.9 | 0.7 | 0.4 | -7.0 | 0.99 | 0.9 | 1
CCC(=O)Nn1c(C)nnc1C | 0.9 | 1.1 | -3.5 | 6.6 | 0.9 | -11.3 | -7.1 | 1.14 | 1 | 1.1
Cc1cc2nc(-c3ccc(SCC(=O)Nc4nccs4)nc3)[nH]c2cc1C | 1 | 1 | 155.8* | -5.6 | 0.8 | 33.4 | -2.3 | 1.73 | 0.9 | 0.7
CC(C)(C)C(=O)COC(=O)c1ccc(O)cc1 | 0.9 | 1 | 23.2 | -10.4 | 1.3 | 0.9 | -3.3 | 1.3 | 1 | 1

Some of the entries above in another layout:
SMILES	PMI act hi M6P	TNAP act hiacc	APP 5'UTR act	TNAP inh noacc	bIAP activator	FLuc inhib CS	TNAP inh hiacc	NF-kB expr up	PMI activator	FLuc act counter
Cc1ccc(Nc2nnc(SC/C(O)=C(\C#N)c3nc4ccccc4[nH]3)s2)c(C)c1	1.1	1	-6.8	-40.9	1.1	-2.2	0.3	0.78	0.9	1
CC(NC(=O)c1cc(=O)[nH]c2ccccc12)c1ccccc1 (stereo not drawn)	1.1	1	-4.1	-6.3	1	-5.6	-4.5	1.16	1.1	1.1
CCc1ccc2nc(Nc3ccc(OC)cc3OC)c(C#N)cc2c1	0.9	1	4.1	-7.1	0.8	-5.9	-3.9	1.26	0.9	1.1
Cc1nnc(NC(=O)C2CCN(S(=O)(=O)c3ccc(Cl)cc3)CC2)s1	1	1	-11.5	-3.5	1	-3.4	0.6	1.11	1.1	1
Cc1cccc(N2C(=O)c3cccc4c(N(C)CCO)ccc(c34)C2=O)c1	0.7	0.9	-2.8	11.9	0.8	-0.1	10.2	0.77	0.9	1

Next part:
SMILES | PMI act hi M6P | TNAP act hiacc | APP 5'UTR act | TNAP inh noacc | bIAP activator | FLuc inhib CS | TNAP inh hiacc | NF-kB expr up | PMI activator | FLuc act counter
COc1cccc(Cn2c(Oc3ccccc3)nc3c2c(=O)n(C)c(=O)n3C)c1 | 1 | 1.1 | -7.3 | -13.1 | 1.1 | -3.9 | -8.0 | 0.85 | 0.9 | 1
C=C1CSc2nc3ccccc3c(=O)n21 | 0.9 | 1 | 5.0 | -9.8 | 1 | -5.7 | -2.7 | 1.26 | 0.9 | 1.1
Cc1cc2c(N=NC(=O)C3CC3c3ccccc3)c(O)[nH]c2cc1Br (stereo not drawn) | 1 | 1 | 3.3 | -6.0 | 0.9 | -11.5 | 1.7 | 0.98 | 0.9 | 1.1
O=[N+]([O-])c1ccc(C(=S)N2CCCC2)cc1 | 1 | 1 | 4.9 | -9.9 | 1 | 1.9 | -3.8 | 1.19 | 1 | 1
C(=C\c1ccccc1)/CNn1cnnc1 | 1 | 1 | 17.2 | -10.9 | 0.8 | -3.1 | -4.1 | 1.32 | 1 | 1
CCCN1C2=NCCN2c2ccccc21 | 0.9 | 1 | 1.3 | -9.3 | 0.9 | -2.7 | -3.9 | 1.19 | 0.9 | 1
CC1CCC(NC(=O)C2CCN(S(=O)(=O)c3ccc4nc5c(c(C(=O)O)c4c3)CC(C)CC5)CC2)CC1 (stereo not drawn) | 1.2 | 1 | 1.3 | -6.6 | 1.4 | 1.0 | -4.0 | 1.24 | 1.4 | 1
CC(C)(C)c1cc(C(C)(C)C)n(-c2ccccc2)n1 | 0.9 | 1 | 0.4 | 2.9 | 1.2 | -4.5 | 2.4 | 2.31 | 1.1 | 1
COc1ccc(C(C)=O)cc1CSCC(=O)O | 1 | 1 | 6.7 | -7.9 | 1 | -4.4 | -1.4 | 1.08 | 1.1 | 1
CCOC(=O)C1=C(N)Oc2cc(C)oc(=O)c2C1c1cccnc1 (stereo not drawn) | 0.9 | 1 | -5.2 | -7.1 | 1 | -5.2 | -3.9 | 1.13 | 0.9 | 1.1
CC(C)(C)c1nc(SCC(=O)c2ccccc2)c2ccccc2n1 | 0.9 | 1 | -2.8 | -5.2 | 0.9 | -4.4 | 2.2 | 0.89 | 0.8 | 1
O=c1/c(=C/c2ccco2)sc2nc(-c3ccccc3Br)nn12 | 1.2 | 1.1 | 5.0 | 58.2* | 0.7 | 14.0 | -5.7 | 1.49 | 1 | 0.9
O=C(OCC(=O)N1CCN(C(=O)c2ccco2)CC1)c1cccc(S(=O)(=O)N2CCc3ccccc32)c1 | 0.9 | 1.1 | -9.9 | -11.0 | 0.8 | -8.3 | -6.1 | 1.32 | 1 | 1.1
COc1ccc(-n2cc(CN(C)CCO)c(-c3cccc(F)c3)n2)cc1 | . | 1 | 11.4 | -2.1 | 1.4 | 4.9 | -2.6 | 1.24 | . | 1
Cc1ccc(-n2c(SCC(=O)Nc3cc(C)on3)nc3c([nH]c4ccccc43)c2=O)cc1 | 0.9 | 1 | 2.8 | 1.5 | 0.9 | -7.7 | -1.8 | 1.21 | 0.9 | 1.1
CCOC(=O)N1CCN(C(=O)CNC(=O)Cc2ccc(Cl)cc2)CC1 | 0.9 | 1 | . | -9.8 | 1 | -4.2 | 0.3 | 1.06 | 0.9 | 1
COc1ccc(S(C)(=O)=O)cc1S(C)(=O)=O | 1 | 1 | -3.1 | -7.3 | 0.9 | -10.1 | -3.6 | 1.23 | 1 | 1.1
O=C1CN(C(=O)CSc2nc3ccccc3c(=O)n2Cc2ccc(F)cc2)c2ccccc2N1 | 0.9 | 1.1 | 5.5 | -11.8 | 1 | -0.3 | -6.6 | 0.4 | 0.9 | 1
Cc1ccc(CSc2nc3ncccc3[nH]2)cc1 | 0.8 | 1 | 134.8 | -5.8 | 1.1 | 82.9* | 1.4 | 3.17 | 0.9 | 0.2
COc1cc(/C=C2\SC(=S)N(CC(=O)Nc3ccccn3)C2=O)cc(OC)c1OC | 0.8 | 1 | -12.5 | -29.7 | 0.8 | -7.7 | -2.1 | 0.86 | 0.8 | 1.1
Cc1cc(C)c2cc3c(ccn3C3OC[C@H](O)[C@H](O)[C@H]3O)cc2n1 (stereo partly drawn) | 1 | 1 | -5.0 | -17.4 | 1 | -7.3 | -3.2 | 0.96 | 0.9 | 1.1
CC(=NCc1ccccc1)C1=C(O)COC1=O | 1.1 | 1 | 9.0 | -8.4 | 1 | 4.0 | 0.1 | 1.49 | 1.1 | 1
O=c1c(-c2ccnn2-c2ccc(F)cc2)cnc2n1CCS2 | 1.1 | 1 | 7.3 | -5.5 | 0.9 | -3.3 | 0.0 | 1.29 | 1 | 1
CC1(C)OC(=O)C(=CNCC(O)c2ccccc2)C(=O)O1 (stereo not drawn) | 0.9 | 1 | -4.8 | -10.8 | 0.9 | -3.4 | -4.2 | 1.15 | 0.8 | 1
CN1CCN(C(=O)C2CCC(CNS(=O)(=O)c3cccc4cccnc34)CC2)CC1 (stereo not drawn) | 1 | 1 | -2.8 | -10.6 | 1 | -7.2 | -3.7 | 1.27 | 1.1 | 1.1

Screening results: PubChem BioAssay, several laboratories
